Compound activity as filed in PubChem BioAssay.
HUVEC tox TNFa: HUVEC cytotoxicity counter-screen, TNF alpha stimulated; HUVEC TNFalpha-stimulated, Hoechst cell count, imaging; cell count reduction, % at 2 µM; 0.17% of 93,000 active;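 active = cell count reduction exceeding the screen mean by over 5 SD, scaled to untreated wells per plate, cut at about 78% in these data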;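 note: cells counted after 24 h of TNF alpha exposure following the 1 h pretreatment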
cytoskel mod: alters cytoskeleton assembly in HUVEC cells; HUVEC TNFa F-actin phalloidin imaging, high content; inhibition, % at 2 µM; 0.18% of 91,000 active;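 active = inhibition above the batch mean plus 3 SD and confirmed as a hit by visual image inspection, cut at about 30% in these data, passing the limit was not always enough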; note: strong numbers were not always called active
hDAT+cocaine: changed human dopamine transporter uptake under cocaine IC80 | AID 449768 | 1.3% of 110,000 active | LLC-PK1 hDAT cells, [14C]-dopamine uptake with cocaine IC80; actives deviate in either direction | Q01959 | B-score at 10 µM;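 active = Z score or B-score, a plate-position-corrected score, falls beyond the plate's 99.7% confidence bounds, in either direction; inactive = both scores lie inside the 99.7% bounds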;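 note: scored against the spread of the other compound wells on the same plate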
Target sequence (Q01959 whole entry, looked up): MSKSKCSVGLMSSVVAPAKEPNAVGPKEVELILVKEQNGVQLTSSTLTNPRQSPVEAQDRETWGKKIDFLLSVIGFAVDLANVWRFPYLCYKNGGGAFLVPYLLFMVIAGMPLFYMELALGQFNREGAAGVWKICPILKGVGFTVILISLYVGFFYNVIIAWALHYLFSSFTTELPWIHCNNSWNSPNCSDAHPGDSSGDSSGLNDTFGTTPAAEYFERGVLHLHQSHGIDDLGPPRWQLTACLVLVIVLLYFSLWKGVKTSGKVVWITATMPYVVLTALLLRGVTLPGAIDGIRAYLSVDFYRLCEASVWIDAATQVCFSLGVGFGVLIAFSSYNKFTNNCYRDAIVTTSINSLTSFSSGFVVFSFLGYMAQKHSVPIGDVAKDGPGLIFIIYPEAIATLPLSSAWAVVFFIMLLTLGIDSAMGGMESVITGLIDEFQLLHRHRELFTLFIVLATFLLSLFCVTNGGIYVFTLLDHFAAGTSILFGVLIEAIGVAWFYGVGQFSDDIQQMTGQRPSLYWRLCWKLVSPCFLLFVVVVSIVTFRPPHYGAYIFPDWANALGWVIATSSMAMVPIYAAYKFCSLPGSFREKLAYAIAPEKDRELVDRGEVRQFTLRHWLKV
HUVEC tox IL1B: HUVEC cytotoxicity counter-screen, IL-1B stimulated. HUVEC cell count loss, Hoechst imaging. cell count reduction, % at 2 µM. 0.41% of 94,000 active;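 active = cell count reduction more than 3 SD above the screen-wide mean, cut at about 70% in these data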;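 note: normalized per plate to untreated control cells as the no-loss baseline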
Smad3 FoxH1 inh: inhibitors of human Smad3 transcription factor binding; P84022; TR-FRET Smad3/Dy647-FoxH1 peptide binding, europium anti-His; inhibition, % at 25 µM; 0.29% of 88,000 active; AID 630;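 active = compounds that reduce the energy-transfer binding signal between the protein and its labelled peptide by more than half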;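 note: 0% = Smad3 plus labelled peptide maximal FRET and 100% = peptide-only background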
Target sequence (P84022 whole entry, looked up): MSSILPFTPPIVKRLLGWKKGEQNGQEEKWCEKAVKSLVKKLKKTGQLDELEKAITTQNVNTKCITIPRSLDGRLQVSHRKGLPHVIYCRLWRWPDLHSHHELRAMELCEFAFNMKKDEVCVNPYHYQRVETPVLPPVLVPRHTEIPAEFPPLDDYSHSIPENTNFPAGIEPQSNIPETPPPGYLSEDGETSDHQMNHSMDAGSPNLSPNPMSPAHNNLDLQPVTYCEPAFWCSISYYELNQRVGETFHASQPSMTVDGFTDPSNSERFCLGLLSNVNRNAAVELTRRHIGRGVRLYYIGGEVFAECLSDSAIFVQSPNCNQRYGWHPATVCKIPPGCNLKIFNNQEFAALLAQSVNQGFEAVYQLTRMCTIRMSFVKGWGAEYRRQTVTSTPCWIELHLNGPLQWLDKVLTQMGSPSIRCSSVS
PTPN22 inh 2: inhibitors of human LYP (PTPN22) phosphatase | Q9Y2R2 | recombinant LYP catalytic domain, DiFMUP fluorescence | inhibition, % at 2 µM | 0.21% of 96,000 active | AID 640;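 active = inhibition at 2 µM at or above a set limit, the screen mean plus 3 SD, cut at about 24% in these data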;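 note: 0% = DMSO with enzyme and 100% = enzyme fully blocked by orthovanadate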
VCAM1 TNFa inh: reduces TNF alpha induced VCAM1 expression in HUVEC; HUVEC TNFa-induced VCAM-1 immunofluorescence, high-content imaging; 0.48% of 95,000 active; inhibition, % at 2 µM;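 active = inhibition above the batch mean plus 3 SD, with images confirmed as a hit by eye, cut at about 37% in these data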;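 note: 0% = TNF-stimulated DMSO wells and 100% = unstimulated control wells; not every result past the cut was called active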
Calb biofilm kill: kills Candida albicans biofilms | 0.14% of 85,000 active | AID 834 | inhibition, % at 6 µM | C. albicans biofilm + clotrimazole, Alamar Blue;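 active = inhibition above 20%; inactive = inhibition below 20%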;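 note: preformed 24 hr biofilms exposed to compound for 48 hr; 0% = biofilm without compound and 100% = blank killed by clotrimazole plus chlorhexidine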
MT1-MMP txn act: MT1-MMP promoter transcription activation | HT1080 MT1-MMP promoter luciferase reporter, luminescence, overnight; active compounds read high | activation factor at 10 µM | 0.16% of 86,000 active | AID 750;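 active = activation factor of at least 2 for MT1-MMP transcription at 10 µM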
Numbers without * were called inactive; · = no result given; [ ] = another dose, or the depositor's remark. The list is partial; the hit share may differ from the screen's.

SMILES | HUVEC tox TNFa | cytoskel mod | hDAT+cocaine | HUVEC tox IL1B | Smad3 FoxH1 inh | PTPN22 inh 2 | VCAM1 TNFa inh | Calb biofilm kill | MT1-MMP txn act
CCOC(=O)C1CCN(c2nc3ccccc3nc2C(C#N)C(=O)OC(C)COC)CC1 (stereo unspecified) | · | · | 0.33 | · | 1 | · | · | 11 | 1
O=C(Cn1nnc(-c2ccc(CN3CCOCC3)cc2)n1)N1CCCc2ccccc21 | -11 | -8 | 0.77 | 20 | 0 | 11 | 3 | -2 | 1.1
Cc1ccc(N(C(=O)c2ccc(Br)o2)C2C=CS(=O)(=O)C2)cc1 (stereo unspecified) | 14 | -14 | 0.29 | 7 | 13 | -1 | -6 | 5 | 1.1
CCCCn1nc2cc(C(=O)NCC34CC5CC(CC(C5)C3)C4)ccc2c1OC | -9 | 44 | 0.11 | -2 | · | 1 | 6 | · | ·
Nc1ccc(NC(=O)c2cccs2)c(Cl)c1 | -27 | · | -0.82 | -4 | 1 | -4 | -10 | 7 | 1.4
Cc1cc(Nc2ccccc2)n(-c2ccccc2)n1 | 3 | 1 | 0.79 | 1 | 8[fluorescence artefact?] | 5 | 11 | -9 | 1.2
CCOC(=O)c1cnn(-c2ccccn2)c1N | -13 | 37 | 0.0024 | -7 | 2 | 7 | 14 | 9 | 1.4
C/C(Cl)=C/CN1C(=O)C2C3C=CC(C3)C2C1=O (stereo unspecified) | -16 | 9 | -2.1 | 9 | 0 | 4 | 10 | 7 | 1.1
O=C(Nc1c(Cl)cc(Cl)cc1-c1nc2ccccc2s1)c1ccc(Br)o1 | 8 | -2 | -0.58 | -6 | 11 | -3 | 4 | -4 | 1.2
O=C(NC1CCCCC1)C(c1ccc2ncccc2c1)N(Cc1ccc2c(c1)OCO2)C(=O)c1cccs1 (stereo unspecified) | -3 | 16 | 1.5 | -12 | · | 12 | 7 | · | ·

A portion of the results above:
SMILES | HUVEC tox TNFa | cytoskel mod | hDAT+cocaine | HUVEC tox IL1B | Smad3 FoxH1 inh | PTPN22 inh 2 | VCAM1 TNFa inh | Calb biofilm kill | MT1-MMP txn act
CCOC(=O)C1CCN(c2nc3ccccc3nc2C(C#N)C(=O)OC(C)COC)CC1 (stereo unspecified) | · | · | 0.33 | · | 1 | · | · | 11 | 1
O=C(Cn1nnc(-c2ccc(CN3CCOCC3)cc2)n1)N1CCCc2ccccc21 | -11 | -8 | 0.77 | 20 | 0 | 11 | 3 | -2 | 1.1

(continued)
SMILES | HUVEC tox TNFa | cytoskel mod | hDAT+cocaine | HUVEC tox IL1B | Smad3 FoxH1 inh | PTPN22 inh 2 | VCAM1 TNFa inh | Calb biofilm kill | MT1-MMP txn act
Cc1ccc(CNC(=O)CCNS(=O)(=O)c2cccc3nonc23)cc1 | -20 | · | 0.36 | 1 | -2 | -1 | -5 | 1 | 1.2
O=C(COC(=O)C12CC3CC(CC(C3)C1)C2)Nc1ncc(Cl)cc1Cl | -8 | -11 | 0.89 | -8 | · | 11 | 0 | · | ·
CCN(CC)S(=O)(=O)c1cccc(NC(=O)COC(=O)CCc2nc3ccccc3s2)c1 | 5 | -4 | -1.2 | -12 | 4 | 12 | -6 | 0 | 1.1
O=C(Nc1nccs1)c1cccc(NC(=O)C2CC2)c1 | · | -5 | 1.3 | -42 | 9 | -10 | 9 | -1 | 0.9
CN(C)CCCNc1cc(Cl)c(S(=O)(=O)N2CCCCC2)cc1C(=O)O | -10 | 0 | · | 5 | -4 | -7 | -19 | 2 | 1.1
Cc1n[nH]c(=O)nc1Nc1ccc(O)cc1 | 2 | 3 | 1.1 | 11 | 1[fluorescence artefact?] | 2 | -2 | 6 | 1.2
CN1CCN(c2ccc([N+](=O)[O-])cc2C(=O)c2ccc(Br)cc2)CC1 | -8 | 5 | 0.22 | -4 | · | -1 | 22 | · | ·
CCCCc1c(O)nc(SCC(=O)c2ccccc2)[nH]c1=O | -8 | -3 | -0.87 | 6 | 16 | 3 | 12 | 3 | 1
Cc1nc2nc3c(cn2n1)C(=O)CC(c1ccccc1)C3 (stereo unspecified) | -6 | -52 | 0.099 | 2 | 3 | -6 | -3 | 6 | 1
CS(=O)(=O)N1CCN(c2ccccc2NC(=O)c2ccc(Cl)cc2)CC1 | 8 | -12 | -1.1 | -18 | 5 | -6 | 4 | 8 | 1.1
CCOc1ccc(-c2ncncc2-c2ccc(OC)cc2)c(O)c1 | -12 | 11 | 0.019 | -34 | -3 | -14 | 2 | 8 | 1.1
O=C(/C=C/c1ccc2c(c1)OCO2)N1CCOCC1 | -2 | 7 | -0.29 | -72 | · | 7 | 7 | · | ·
C/C(=N\Oc1cccc(F)n1)c1ccc(Cl)cc1Cl | 10 | -10 | 1 | -17 | 0 | -6 | 2 | 13 | ·
O=C(Nc1ccccc1-c1nnn(CC(=O)N2CCN(c3ccccc3)CC2)n1)c1cccs1 | -6 | -54 | -0.97 | -3 | -1 | 0 | 4 | 9 | 1.1
CCNC(=S)NNC(=O)c1csc2ccccc12 | -36 | 18 | 0.24 | -2 | · | 12 | 0 | · | ·
CC(C)C(NC(=O)CN1C(=O)c2ccccc2S1(=O)=O)C(C)C | -33 | 18 | -0.44 | -8 | -9 | -3 | 12 | 3 | 1.1
O=C(NCCSCc1ccco1)Nc1ccccc1 | -19 | -2 | -1.5 | -7 | · | 9 | 10 | · | 1.5
CCOc1ccc(NC(=O)N2CCC(n3nnc4cc(C)ccc43)CC2)cc1 | 9 | -10 | 0.54 | -4 | 2 | 5 | 10 | 5 | 1.7
CCCSC1=C(C#N)C(c2ccccc2C)CC(=O)N1 (stereo unspecified) | 0 | -10 | -0.6 | 16 | -5 | 3 | -4 | 6 | 1.3
CC(NC(=O)c1ccccc1Br)c1ccc2c(c1)CCCC2 (stereo unspecified) | 3 | 18 | 1.8 | 3 | · | -4 | 8 | · | ·
O=S(=O)(c1ccc(Oc2ccc3oc4ccccc4c3c2)nc1)N1CCCC1 | · | · | -0.71 | · | 0 | · | · | 1 | 1.1
O=C(Cc1ccccc1)Nc1nc(-c2cccs2)cs1 | -15 | -11 | -0.63 | -10 | -6 | 13 | -3 | 7 | 1.2
COc1ccc(S(=O)(=O)N2CCC(C(=O)N3CCCC3)CC2)cc1 | -22 | 35 | 0.008 | -20 | 0 | -4 | 0 | 9 | 1.2
Cc1cc(C)cc(NC(=O)CCNS(=O)(=O)c2ccc3c(c2)oc(=O)n3C)c1 | -15 | -16 | 0.36 | 0 | 0 | -19 | 12 | 9 | 1.3
CCOc1ccc(S(=O)(=O)NCCN2CCOCC2)c2ccccc12 | -30 | 26 | 0.67 | -11 | · | 2 | 2 | · | 1.1
CCOC(=O)CSc1nnc(CNc2ccc(F)cc2)o1 | -8 | -1 | 0.24 | 21 | 15 | -11 | 0 | 4 | 1.2
Cc1c(C#N)c2ccccc2n1CC(=O)NCc1ccccc1 | 6 | -5 | 0.36 | -4 | -3 | -3 | 17 | 6 | 1.3
CCn1c(SCC(=O)Nc2nc(-c3ccc(C)cc3)cs2)nnc1-c1ccccc1 | -4 | 16 | 0.13 | -4 | 9 | 4 | 19 | 5 | 1.2
COc1ccc(NC(=O)C(c2ccc(C)cc2)N(C)C(=O)CNC(C)=O)cc1 (stereo unspecified) | -3 | 0 | -0.72 | -1 | 17 | -3 | 4 | 4 | 1.1
Cn1ncc(Cl)c1C(=O)N1CCc2ccccc21 | -33 | -26 | 0.02 | 3 | 8 | -5 | 12 | 0 | 1.3
Cc1nc2ccc(N)cc2c(=O)n1Cc1ccc(Cl)cc1 | 3 | -13 | -0.014 | 26 | -7 | -1 | 5 | 6 | 1.2
O=C(Nc1ccc(Cl)cn1)C1CCCN1S(=O)(=O)c1ccc(Cl)cc1 (stereo unspecified) | -50 | 28 | -0.84 | -5 | -2 | 0 | -19 | -3 | 1.1
COc1cc(C)c(Cl)cc1S(=O)(=O)NCc1ccncc1 | -24 | 1 | -0.82 | -3 | -2 | 4 | 2 | 4 | 1
CCOC(=O)C1CCN(C(=O)c2cn(C)c(=O)c3cc(OC)c(OC)cc23)CC1 | 50 | -33 | 0.37 | -53 | · | -6 | -19 | · | 1.1
COC(=O)c1nc(N)sc1-c1ccc(OC)cc1 | -23 | 16 | -0.59 | · | 6 | -4 | 2 | 14 | 1
CCn1cc(C(=O)NCc2ccc3c(c2)OCO3)c(=O)c2cc(F)c(N3CCN(C(=O)c4ccco4)CC3)cc21 | -12 | -2 | 1.6 | 2 | 2 | 1 | -15 | 8 | 1
CCN(CCCNc1ncnc2nc[nH]c12)c1cccc(C)c1 | · | · | 0.048 | · | 2 | · | · | 12 | 1
COc1ccc(-c2nc3ccccc3[nH]2)cc1 | -8 | -7 | 0.9 | 2 | 13 | 8 | 10 | 2 | ·
COCCn1c(SCC(=O)NCc2ccco2)nnc1-c1c[nH]c2ccccc12 | -22 | 4 | 0.6 | 7 | -4 | 8 | -2 | -4 | ·
CSCCC(NC(N)=O)C(=O)NCC1CCCCC1 (stereo unspecified) | 31 | 6 | -0.84 | 4 | -10 | 3 | 8 | 1 | 1.2
CC(C)OC(=O)C(CC(=O)O)NCc1ccccc1 (stereo unspecified) | 12 | -13 | -0.66 | 19 | · | 5 | 1 | · | ·
Cc1nn(C)c2ncc(C(=O)c3cc(F)ccc3O)cc12 | -28 | -20 | 0.84 | 5 | -1 | -24 | 19 | 6 | ·
CN(C)CCn1c(NC(=O)c2ccc(Cl)cc2)nc2ccccc21 | -26 | 4 | 0.39 | -10 | 4 | 2 | 24 | 6 | 1.8
Cc1ccc(-c2nnc(SCC(=O)N3CC(C)CC(C)C3)o2)cc1C (stereo unspecified) | · | · | 0.86 | · | -2 | · | · | 7 | 1.1
Cc1ccc(N2C(=O)C3C4CC(=O)C(c5ccccc54)C3C2=O)cc1 (stereo unspecified) | 2 | 9 | 0.82 | 20 | · | 6 | 11 | · | ·
COC(=O)Nc1ccc(S(=O)(=O)N2CCC(C)CC2)cc1 | -31 | 8 | 0.6 | -55 | 18 | -12 | 24 | 3 | 1.1
CCNC(=O)NCCc1c[nH]c2ccc(Cl)cc12 | · | · | -0.55 | · | -3 | · | · | 15 | 1
CCOP(=O)(c1ccc(N(C)C)cc1)C(O)c1c(Cl)cccc1Cl (stereo unspecified) | · | · | 0.3 | -2 | 6 | -1 | · | 7 | 1.2
Cc1ccc(S(=O)(=O)N2CCC(C(=O)NCc3ccccc3Cl)CC2)cc1 | 8 | -18 | -0.42 | 8 | 4 | -10 | -2 | 4 | 1.1
O=[N+]([O-])c1cc(C(F)(F)F)ccc1N/N=C/c1cc2ccccc2nc1Cl | -26 | 0 | · | -7 | · | 3 | 8 | · | ·
(list continues)
SMILES | HUVEC tox TNFa | cytoskel mod | hDAT+cocaine | HUVEC tox IL1B | Smad3 FoxH1 inh | PTPN22 inh 2 | VCAM1 TNFa inh | Calb biofilm kill | MT1-MMP txn act
Cc1cccc(-n2c(C)cc(/C=N/n3cnnc3)c2C)c1 | 0 | -30 | -0.055 | -8 | -5 | 13 | -4 | 1 | 1
C=CCn1c(SCc2ccc3nonc3c2)nnc1-c1cccs1 | -6 | 5 | 1.1 | -35 | 5 | 5 | 7 | 7 | 1.2
COc1ccc(CCC(=O)Nc2ccc(-c3noc(-c4ccc(OC)c(OC)c4)n3)cc2)cc1 | -1 | -14 | -0.22 | -33 | 8[fluorescence artefact?] | -12 | -13 | 5 | 1.4
CC(=O)NC(CCS(C)(=O)=O)C(=O)Nc1nc(C)cs1 (stereo unspecified) | 9 | -1 | -0.65 | -27 | -2[fluorescence artefact?] | 2 | 4 | 3 | 1.2
Cc1cccc(CSCc2nnc(N)s2)c1 | 11 | -16 | 0.26 | -7 | · | 8 | 13 | · | ·
CCN(CC)S(=O)(=O)c1ccc2oc(C(=O)NC(C)C)c(C)c2c1 | · | · | 1.6 | · | 0 | · | · | 2 | 1.1
Fc1ccc(Br)cc1C1C=C(c2ccc(Br)s2)Nc2ncnn21 (stereo unspecified) | · | · | 0.043 | · | -7 | · | · | 4 | 0.6
